Screens (PubChem BioAssay)
CAL PDZ FP-1 = CAL PDZ (human) peptide binding inhibition. Q9HD26. purified CAL PDZ, TMR-peptide fluorescence polarization, 1 h. inhibition, % at 24.9 µM. 0.92% of 300,000 active. AID 602252;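 active = mean inhibition of at least 30% with at least half of replicates also reaching 30%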;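 note: 0% = DMSO neutral control and 100% = excess unlabeled competitor peptide PRC23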
V-ATPase pH = regulators of yeast V-ATPase proton transport | 0.37% of 350,000 active | response, % at 10 µM | AID 504577 | S. cerevisiae, pHLuorin cytosolic pH fluorescence; in the data active = response mostly above about 7.3%, no sharp cut-off; inactive = mostly below about 5.4%; note: actives read high; inactives centre near 0; some compounds called inactive have numbers as strong as hits
Arr AP2 block = inhibitors of human beta-arrestin and AP2 interaction | FITC-arrestin peptide / GST-AP2 beads, flow cytometry; AP2 beta2 appendage carries R879A mutation | inhibition, % at 10 µM | 0.31% of 340,000 active | AID 504490;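 active = inhibition above a set limit, near 3 SD of compounds lacking own fluorescence, cut at about 54% in these data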;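 note: plate controls were DMSO wells for no effect and 5 µM unlabelled arrestin peptide for full effect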
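System: GST-AP2 R879A glutathione beads. Medium: PBS with 0.05% Tween 20 and 0.1% BSA. Also added: FITC-arrestin peptide, 50 nM. Incubation: 12 min plus 1 h, RT. Measured by: high-throughput flow cytometry of beads, ex 488, em 535 nm. Evaluation: percent drop in bead-associated FITC signal.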
RTF Ca sens inh = cardiac RTF calcium desensitization; P19429+P45379; IANBD-labeled cardiac RTF, Ca2+ fluorescence; inhibition, % at 7.15 µM; 0.12% of 340,000 active; AID 493244;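 active = inhibition above the mean inhibition of all tested compounds plus 3 SD, cut at about 17% in these data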;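 note: assay run at fixed EC70 calcium of 1.6 mM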
NSD2 inh = NSD2 (human) methyltransferase inhibition | O96028 | NSD2 peptide methylation, AlphaScreen, 120 min | inhibition, % at 12.5 µM | 0.54% of 310,000 active | AID 743445; in the data active = inhibition above about 50%
Keap1 Nrf2 FP = disrupts human Keap1 binding to Nrf2 peptide; Q14145; Keap1 Kelch-Nrf2 peptide fluorescence polarization, 1536-well; inhibition, % at 9.4 µM; 0.15% of 340,000 active; AID 504523; in the data active = inhibition above about 12%;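 note: human Keap1 Kelch domain with fluorescein labeled Nrf2 9mer peptide probe; 0% = neutral control wells and 100% = peptide positive control; higher means more block of Keap1 binding to Nrf2 peptide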
DSG3 Ab inh = inhibitors of pemphigus antibody binding to human desmoglein-3 | 0.48% of 310,000 active | binding (percent of control), % at 10 µM | AID 588358 | DSG3-coupled beads, scFv-anti-DSG3-GFP binding, flow cytometry; hits give low values | P32926;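 active = binding more than 3 SD below its plate's average and above zero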;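 note: hits lower antibody fragment binding to DSG3; some compounds called inactive have numbers as strong as hits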
Target sequence (P32926 whole entry, looked up, the tested form may be a part): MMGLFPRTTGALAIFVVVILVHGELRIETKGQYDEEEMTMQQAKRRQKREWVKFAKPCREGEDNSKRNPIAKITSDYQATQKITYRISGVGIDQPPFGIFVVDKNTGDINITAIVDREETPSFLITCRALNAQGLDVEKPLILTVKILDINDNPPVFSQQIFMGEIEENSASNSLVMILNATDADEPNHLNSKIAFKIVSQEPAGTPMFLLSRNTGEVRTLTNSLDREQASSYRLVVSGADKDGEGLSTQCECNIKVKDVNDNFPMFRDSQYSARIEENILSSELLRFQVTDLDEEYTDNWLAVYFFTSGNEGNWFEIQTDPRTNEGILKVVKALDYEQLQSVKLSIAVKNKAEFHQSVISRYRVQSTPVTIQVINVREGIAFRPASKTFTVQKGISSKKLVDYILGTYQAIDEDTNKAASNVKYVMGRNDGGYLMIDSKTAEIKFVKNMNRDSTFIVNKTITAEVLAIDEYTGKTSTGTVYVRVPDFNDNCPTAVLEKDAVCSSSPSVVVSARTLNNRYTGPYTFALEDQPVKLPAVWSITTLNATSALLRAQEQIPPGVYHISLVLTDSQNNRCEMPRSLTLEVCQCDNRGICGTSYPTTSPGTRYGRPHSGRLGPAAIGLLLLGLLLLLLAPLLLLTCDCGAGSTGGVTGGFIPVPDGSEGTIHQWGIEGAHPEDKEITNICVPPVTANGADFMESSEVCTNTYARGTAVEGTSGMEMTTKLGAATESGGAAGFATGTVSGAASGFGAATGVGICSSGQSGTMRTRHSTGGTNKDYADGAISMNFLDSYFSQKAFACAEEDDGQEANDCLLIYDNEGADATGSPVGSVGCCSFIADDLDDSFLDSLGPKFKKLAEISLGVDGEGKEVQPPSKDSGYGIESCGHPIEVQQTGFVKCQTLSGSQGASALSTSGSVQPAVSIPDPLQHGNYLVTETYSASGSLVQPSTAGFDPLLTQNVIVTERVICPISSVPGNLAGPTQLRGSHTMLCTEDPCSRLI
DAGLB inhibitor = blocks human DAGLB lipase activity | Q8NCG7 | HEK293T DAGLB membrane lysate, EnzChek fluorogenic substrate | inhibition, % at 5.17 µM | 0.059% of 340,000 active | AID 504411; in the data active = inhibition above about 34%;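 note: 0% = enzyme with vehicle and 100% = wells lacking enzyme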
CAL PDZ FP-2 = human CAL PDZ-peptide interaction inhibition | purified CAL PDZ, TMR-peptide fluorescence polarization, 1 h | Q9HD26 | inhibition, % at 20 µM | AID 504414 | 0.02% of 330,000 active;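 active = highest replicate inhibition of at least 40%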;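 note: plate controls were DMSO neutral control wells for no effect and unlabeled competitor peptide control wells for full effect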
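Material: tagged CAL PDZ protein CerCALP, purified; buffer or medium: sodium phosphate/NaCl buffer pH 7.4 with TCEP, IgG, Thesit; also added: fluorescent TMR peptide probe; schedule: 1 h incubation at room temperature before polarization reading; technique: fluorescence polarization from S- and P-plane intensities, G-factor corrected; control set: unlabelled peptide and DMSO controls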
LANA DNA inh = inhibitors of KSHV LANA C-terminal domain DNA binding | MBP-C-LANA/FAM-LBS DNA binding, fluorescence polarization | inhibition, % at 9 µM | 0.078% of 340,000 active | AID 504423;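 active = highest replicate inhibition at or above 60% at 9 µM, even if other replicates fall short; inactive = all replicates below 60% inhibition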;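 note: 0% = neutral control wells and 100% = 4 µM acridine orange control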
Starred values were filed as active, the others as inactive; . = not tested or not shown. Only part of the results is shown (hit frequency here may not be typical).

Each structure is followed by: DAGLB inhibitor, V-ATPase pH, CAL PDZ FP-2, RTF Ca sens inh, LANA DNA inh, CAL PDZ FP-1, Arr AP2 block, NSD2 inh, Keap1 Nrf2 FP, DSG3 Ab inh
CC(=O)c1sc(NC(=O)CN2C(=O)C3CCCCC3C2=O)nc1-c1ccccc1 (stereo not given)
  0, 3, -0.1, -4, -0.5, 7, 32, 3, 2, .
Cc1ccc(C)c(NS(=O)(=O)c2csc(C(N)=O)c2)c1
  0, -1, -3.8, 4, -1.6, -3, 34, -3, 2, 96
COC(=O)c1n[nH]c2ccccc12
  0, -4, -0.3, -14, 1.7, -3, -3, 3, 0, .
CCCc1cc(C(=O)N2CCCC(C(=O)c3cc(C)c(OC)c(C)c3)C2)n(C)n1 (stereo not given)
  -1, 0, -1.6, -9, -1.7, -4, 17, -4, -5, 101
COCCCn1c(SCc2cc(=O)[nH]c3ccccc23)nnc1-c1ccco1
  0, -1, -2.6, -7, -0.7, -1, 2, ., -21, 97
NC(=O)c1ccsc1NC(=O)COC(=O)c1cc(=O)[nH]c2ccccc12
  4, 0, -2.0, -5, 1.0, -3, -2, -1, -1, 83*
Cc1oc(-c2ccc(Cl)cc2)nc1CS(=O)CC(=O)NC1CCCCC1 (stereo not given)
  -1, -1, -2.9, -12, 0.1, -3, -7, 0, 1, 121
COc1cc2[nH]c(=S)n(Cc3ccc(F)cc3)c(=O)c2cc1OC
  -2, 6, 0.2, 2, 1.2, 4, 19, 3, -4, 108
Cc1ccc(CNC(=O)COC(=O)C2CCC2)cc1
  0, 1, 0.4, 6, -1.3, ., 17, -1, 2, 89
Cn1c(O)c(C=Nc2ccc(N3CCOCC3)cc2)c(=O)n(C)c1=S
  2, ., -1.1, -2, -1.2, -4, -28, 0, -3, 110
Cc1occc1C(=O)Nc1nnc(-c2cccs2)s1
  0, -1, -1.1, 8, 3.5, -2, -2, 2, -2, 111
Cc1cc(C(=O)Cn2ncc(Cl)c(Cl)c2=O)c(C)n1CC(F)(F)F
  1, 0, -2.1, -14, -2.9, -2, 11, 3, -5, .
O=C1/C(=C/c2cccc(O)c2)SC(=S)N1CC1CCCO1 (stereo not given)
  0, -2, -0.3, -4, -7.3, -3, -25, ., -5, 102
CN(c1ccccc1)S(=O)(=O)c1ccc(C(=O)OCC(=O)NCc2cccs2)cc1
  -4, 3, 1.4, -18, 2.1, 6, 13, -1, -4, 108
CCc1nnc(NC(=O)CCC(=O)O)s1
  1, -5, -0.4, -8, 0.5, -18, 3, ., 2, 102
Cc1sc2cc(-c3cccc([N+](=O)[O-])c3)c(-c3cccc([N+](=O)[O-])c3)c[n+]2c1C
  1, -1, 0.6, 1, 2.0, -1, -5, 21, -4, 91
CC(O)CNc1ccc([N+](=O)[O-])cc1S(=O)(=O)N1CCOCC1 (stereo not given)
  -2, -2, 0.3, -3, 5.2, -4, 12, -3, -3, 97
CC(OC(=O)c1cc(S(=O)(=O)N(C)c2ccccc2)ccc1Cl)C(=O)Nc1ccc2c(c1)OCCO2 (stereo not given)
  -9, -1, -0.1, -25, 0.4, -10, -7, 1, 2, 112
COc1ccc(-c2cc(C(=O)NCC3CCCO3)c3ccccc3n2)cc1 (stereo not given)
  -2, -1, -0.1, -4, -1.2, -4, -26, -12, 2, 104
COCCNC(=O)c1onc(CSc2cc(C)cc(C)c2)c1C(=O)O
  3, -3, -1.3, 14, 0.8, -2, -5, ., -4, 99

Record cards, as listed above.
Listed for CCCc1cc(C(=O)N2CCCC(C(=O)c3cc(C)c(OC)c(C)c3)C2)n(C)n1 (stereo not given) → DAGLB inhibitor: -1; V-ATPase pH: 0; CAL PDZ FP-2: -1.6; RTF Ca sens inh: -9; LANA DNA inh: -1.7; CAL PDZ FP-1: -4; Arr AP2 block: 17; NSD2 inh: -4; Keap1 Nrf2 FP: -5; DSG3 Ab inh: 101
Listed for Cn1c(O)c(C=Nc2ccc(N3CCOCC3)cc2)c(=O)n(C)c1=S → DAGLB inhibitor: 2; V-ATPase pH: .; CAL PDZ FP-2: -1.1; RTF Ca sens inh: -2; LANA DNA inh: -1.2; CAL PDZ FP-1: -4; Arr AP2 block: -28; NSD2 inh: 0; Keap1 Nrf2 FP: -3; DSG3 Ab inh: 110

The results go on.
Each structure is followed by: DAGLB inhibitor, V-ATPase pH, CAL PDZ FP-2, RTF Ca sens inh, LANA DNA inh, CAL PDZ FP-1, Arr AP2 block, NSD2 inh, Keap1 Nrf2 FP, DSG3 Ab inh
Cc1ccc(N2CCN(C(=O)c3nn(C)c4c3CS(=O)(=O)c3ccccc3-4)CC2)c(C)c1
  -2, 2, -1.7, -6, 0.4, -3, 15, 2, 1, 110
CN(C)c1ccc(/C=N/NC(=O)c2ccco2)cc1
  2, 3, -0.5, -15, -1.2, -3, -3, 16, 3, 84
O=C(Cn1cc(C(=O)C2CC2)c2ccccc21)NC1CCCC1
  0, 1, -0.6, -20, -0.6, 1, 0, -1, -3, .
c1cncc(-c2nnc3n2CCC3)c1
  2, -1, 0.8, -6, -2.6, 3, -12, 3, -3, 98
CCC(C)Nc1nc2c(C)cccn2c(=O)c1C=Nc1ccc(OC)cc1 (stereo not given)
  -3, -3, -0.8, -4, -1.3, ., -17, -1, 0, 100
N#CCSc1nnc(COc2ccc3ccccc3c2)o1
  -6, -3, -0.2, 0, 2.1, -4, 4, ., -1, 106
O=C(O)c1cccc2c1-c1ccc(Cl)cc1C2=O
  1, -1, -0.3, -2, -16, 0, -7, -1, -2, 95
COC(=O)c1c(NC(=O)COC(=O)c2ccc(O)cc2)sc2c1CCCCC2
  -3, ., -3.5, -11, -1.6, -3, -4, 2, -4, 107
Cc1ccccc1OCCN1CCC(Cc2ccccc2)CC1
  -3, -1, 0.5, -13, -0.7, -5, 21, 12, 0, 103
COc1ccccc1-n1c(COc2ccccc2-c2ccccc2)nnc1SCC(=O)c1c(N)n(C)c(=O)n(C)c1=O
  1, -5, -1.7, 4, 1.5, 0, 23, -1, -5, 127
CCc1ccc(OCC(=O)N2CC(C(N)=O)Oc3ccccc32)cc1 (stereo not given)
  1, -1, -0.3, 2, 1.2, 1, -11, 1, -6, 105
C[C@@H](N)C(=O)N[C@H]1CCC2C3CC=C4C[C@@H](O)CC[C@]4(C)C3CC[C@@]21C (stereo not given in full)
  0, -1, -0.2, -3, 2.0, -1, 11, 2, -1, 117
N#Cc1ccc(Oc2cccc(C(=O)O)c2)cc1C#N
  -1, 6, 0.1, -24, 1.0, -2, 8, -1, -1, 97
Cc1ccc(NC(=O)C(CC(C)C)NC(=O)C2CCC(C)CC2)nc1 (stereo not given)
  -3, -3, -0.9, -2, 3.1, -2, 26, -2, 2, 80
COc1ccc(OCC(O)CN2CCN(c3ccc(Cl)cc3)CC2)cc1 (stereo not given)
  -5, 0, -0.5, -4, 0.5, -11, -7, -3, -6, 119
COc1ccc(CCNC(=O)COC(=O)Cc2c[nH]c3ccccc23)cc1OC
  -1, 1, -0.5, -3, -0.6, ., 9, 2, -6, 91
Cc1ccc(C(=O)NCC(=O)N(C)Cc2cccc(F)c2)s1
  0, 0, 1.6, -10, -12, -1, -5, 3, -1, 102
CC1CCC(NC(=O)c2nn(C)c3c2CSc2ccccc2-3)CC1 (stereo not given)
  -5, 1, -2.0, -10, -1.9, 70*, 6, -2, 2, .
CC1CCC(NC(=O)COC(=O)c2ccco2)CC1 (stereo not given)
  -1, -1, -0.7, -4, -1.5, -4, 10, 0, -4, .
CN(C)Cc1c(O)ccc2c1O/C(=C\C=C\c1ccccc1)C2=O
  7, 1, -1.3, -55, 4.8, -2, 21, 4, -25, 105
NC1=NC(=O)/C(=C/c2c(OS(=O)(=O)c3ccc(Cl)cc3)ccc3ccccc23)S1
  -3, 0, -0.2, -5, 2.8, -2, -1, -1, -4, 98
O=S(=O)(Cc1ccccc1Cl)N1CCN(Cc2ccc3c(c2)OCO3)CC1
  -3, 2, -0.2, -7, -1.4, -2, 5, 0, -6, 96
Cc1ccc(S(=O)(=O)N(C)C)cc1NC(=S)N1CCN(Cc2ccc3c(c2)OCO3)CC1
  -1, 0, -0.2, 0, -0.3, -4, -19, 4, 5, 98
CCOC(=O)N1CCN(C(=O)COc2ccc3ccccc3c2Br)CC1
  -5, 2, -2.2, -5, 1.0, -1, -5, -2, -2, 108
Cc1cc(C)nc(SCc2nnc(SCC(=O)Nc3nccs3)n2Cc2ccco2)n1
  1, -4, -2.7, -11, -0.4, -3, -3, 2, 2, 99
N#Cc1cccc(C#N)c1NCC1CCCO1 (stereo not given)
  -3, 4, 0.0, -2, 0.4, 3, 8, -1, -1, 99
Cc1ccc(C(C#N)c2ccc(Cl)nn2)cc1 (stereo not given)
  -5, -3, 0.3, -1, 0.0, -2, 40, 0, -2, 103
COc1ccc(/C=C\C(=O)CC(O)(c2ccccc2)C(F)(F)F)cc1 (stereo not given)
  10, -1, -0.4, 16, -0.7, -5, -5, 1, 6, 96
COc1ccc(OC2C(=O)N(Cc3ccc(F)cc3)C2c2cc(OC)c(OC)c(OC)c2)cc1 (stereo not given)
  2, 1, -2.7, -9, -1.4, -1, -1, -2, -4, 92

Quoted at random: 2 records from the list.
Each structure is followed by: DAGLB inhibitor, V-ATPase pH, CAL PDZ FP-2, RTF Ca sens inh, LANA DNA inh, CAL PDZ FP-1, Arr AP2 block, NSD2 inh, Keap1 Nrf2 FP, DSG3 Ab inh
Cc1ccc(C(C#N)c2ccc(Cl)nn2)cc1 (stereo not given)
  -5, -3, 0.3, -1, 0.0, -2, 40, 0, -2, 103
COc1ccc(/C=C\C(=O)CC(O)(c2ccccc2)C(F)(F)F)cc1 (stereo not given)
  10, -1, -0.4, 16, -0.7, -5, -5, 1, 6, 96
